High-throughput results as filed in PubChem BioAssay.
TR-FRET SRC-2 ct: flags TR-FRET format artefacts in PPARgamma SRC-2 recruitment agonist screen; TR-FRET artefact counter-screen; stronger effect = higher value; TR-FRET ratio at 8 µM; actives 0.4% (n = 200,000); in the data active means TR-FRET ratio above about 2000; further: inactives centre near 1500
PPARg SRC1 recr: agonists of human PPARgamma SRC-1 coactivator recruitment; P37231; PPARgamma-SRC-1 coactivator recruitment biochemical assay; activation, % at 8 µM; actives 0.41% (n = 200,000); in the data active means activation above about 19%;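 further: 0% = DMSO and 100% = reference agonist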
Target sequence (P37231 whole entry, looked up): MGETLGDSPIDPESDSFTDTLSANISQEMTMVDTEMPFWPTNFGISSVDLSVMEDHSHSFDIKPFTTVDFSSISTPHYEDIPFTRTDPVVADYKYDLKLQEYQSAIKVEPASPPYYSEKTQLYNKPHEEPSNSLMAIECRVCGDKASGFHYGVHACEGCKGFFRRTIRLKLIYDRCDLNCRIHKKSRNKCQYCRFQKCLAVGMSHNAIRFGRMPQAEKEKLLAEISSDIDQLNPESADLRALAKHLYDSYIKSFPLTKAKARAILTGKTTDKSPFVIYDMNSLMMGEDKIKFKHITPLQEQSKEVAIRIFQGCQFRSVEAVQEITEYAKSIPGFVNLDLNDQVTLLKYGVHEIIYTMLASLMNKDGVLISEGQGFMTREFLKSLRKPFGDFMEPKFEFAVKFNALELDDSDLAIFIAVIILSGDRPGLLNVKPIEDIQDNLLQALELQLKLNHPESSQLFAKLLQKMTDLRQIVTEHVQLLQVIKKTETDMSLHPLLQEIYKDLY
bIAP act: intestinal alkaline phosphatase (bovine) activation | purified bovine IAP, CDP-star luminescence, 30 min; stronger effect = higher value; fold of DMSO-control signal, blank-subtracted | activation factor at 20 µM | actives 0.17% (n = 200,000) | AID 1016;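 active means activation factor of 2 or more at 20 µM, a signal rise over negative controls twice the positive control's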
TNAP act hi DEA: activators of human TNAP at high phosphate acceptor concentration | AID 1136 | purified TNAP, CDP-star luminescence, 1 M DEA, 30 min; stronger effect = higher value; 0 = EDTA background, 1 = DMSO-only activity | P05186 | activation factor at 20 µM | 200,000 tested, under 10 active;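 active means activation factor at least 2 at 20 µM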
Target sequence (P05186 whole entry, looked up): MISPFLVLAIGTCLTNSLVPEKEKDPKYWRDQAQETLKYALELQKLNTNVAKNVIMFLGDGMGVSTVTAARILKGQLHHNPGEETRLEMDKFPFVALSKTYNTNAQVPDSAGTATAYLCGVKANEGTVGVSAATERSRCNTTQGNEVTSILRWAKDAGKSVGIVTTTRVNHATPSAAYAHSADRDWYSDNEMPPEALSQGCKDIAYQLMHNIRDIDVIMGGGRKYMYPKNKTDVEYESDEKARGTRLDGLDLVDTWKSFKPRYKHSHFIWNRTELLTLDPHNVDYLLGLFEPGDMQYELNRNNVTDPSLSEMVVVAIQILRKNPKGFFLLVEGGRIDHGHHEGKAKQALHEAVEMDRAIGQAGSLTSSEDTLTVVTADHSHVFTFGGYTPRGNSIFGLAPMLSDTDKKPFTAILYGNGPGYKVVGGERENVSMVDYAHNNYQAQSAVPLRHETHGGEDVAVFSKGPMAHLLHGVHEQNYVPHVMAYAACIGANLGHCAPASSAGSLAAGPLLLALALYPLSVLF
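Control set: EDTA negative control, DMSO positive control / Assay system: human TNAP / Quantity: TNAP 1/800 final / Evaluation: TNAP activation factor scaled between EDTA and DMSO control wells / Measured by: luminescent substrate turnover signal / Compound dosing: one dose, 20 µM / Times: 30 min enzyme reaction at room temperature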
TNAP inh hiacc: TNAP (human) inhibition, high acceptor | actives 0.03% (n = 200,000) | inhibition, % at 20 µM | P05186 | AID 1135 | purified TNAP, CDP-star luminescence, 1 M DEA;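 active means over 50% inhibition of tissue-nonspecific alkaline phosphatase at 20 µM in the single-dose screen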;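 further: plate controls were DMSO wells for no effect and EDTA-quenched wells as full inhibition for full effect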
TNAP inh no acc: blocks human TNAP activity with no phosphate acceptor present. purified TNAP, CDP-star luminescence, 30 min. AID 1012. P05186. actives 0.26% (n = 200,000). inhibition, % at 20 µM;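 active means tissue-nonspecific alkaline phosphatase inhibition above about 50% at 20 µM in the single-dose screen, limit read from the data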;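 further: 0% = DMSO negative control and 100% = EDTA positive control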
PPARg SRC-2 ag: agonists of SRC-2 recruitment by human PPARgamma | actives 0.34% (n = 200,000) | activation, % at 8 µM | PPARgamma LBD-SRC-2 recruitment, biochemical | P37231; in the data active means activation above about 22%;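 further: 0% = vehicle and 100% = reference agonist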
Efa HMGR inh: E. faecalis class II HMG-CoA reductase inhibition; inhibition, % at 10 µM; purified E. faecalis HMGR, NADPH absorbance 340 nm kinetic; actives 0.41% (n = 190,000);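 active means inhibition above a set limit, the median over all tested compounds plus 3 SD, cut at about 9.5% in these data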;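 further: enzyme runs in reverse so mevalonate oxidation gives rising NADPH absorbance; 0% = complete reaction with DMSO and 100% = background rate lacking mevalonate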
PPARg SRC-3 ag: PPARgamma-driven SRC-3 recruitment agonism; P37231; biochemical PPARgamma/SRC-3 coactivator recruitment assay; activation, % at 8 µM; actives 0.26% (n = 200,000); AID 731; in the data active means activation above about 23%;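 further: 0% = DMSO and 100% = reference agonist; some compounds past the cut are filed as inactive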
bIAP inhibitor: blocks bovine intestinal alkaline phosphatase activity | inhibition, % at 20 µM | 190,000 tested, under 10 active | purified bovine IAP, CDP-star luminescence, 30 min;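 active means over 50% inhibition of intestinal alkaline phosphatase at 20 µM in the single-dose screen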
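Assay system: bovine IAP enzyme; medium: DEA buffer 100 mM, pH 9.8, with MgCl2 1.0 mM, ZnCl2 0.02 mM; doses: 20 µM single dose; incubation: enzyme reaction for 30 min at room temperature; detection: CDP-star luminescence signal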
* hit, by the source's call.

item	SMILES	TR-FRET SRC-2 ct	PPARg SRC1 recr	bIAP act	TNAP act hi DEA	TNAP inh hiacc
1	CCC1CCC2(CC1)NC(=O)N(CC(=O)Nc1cc(C)on1)C2=O (centres undefined)	1515	4	1.4	1.1	-8
2	CS(=O)(=O)N(CC(=O)Nc1ccc(F)cc1F)c1cccc([N+](=O)[O-])c1	1612	5	0.9	1.1	-5
3	CCn1c(SCC(=O)N2CCOCC2)nc2ccccc21	1623	0	0.9	1.1	-8
4	Cc1ccc(N2C(=O)N(CC(=O)C(C)(C)C)c3ccccc3S2(=O)=O)cc1	1491	-2	1	1.1	-5
5	CCOc1ccc(NC(=O)CN(C)CC(=O)Nc2cccc(Cl)c2C)cc1OCC	1608	10	1.1	1	1
6	N#CCCn1cc(/C=N/O)c(-c2ccccc2)n1	1446	2	1	1	-3
7	Cc1ccccc1C(=O)N1CCN(c2ccc(NC(=O)c3ccco3)cc2Cl)CC1	1321	-2	1.1	1	-4
8	O=C(CN1CCC(C(=O)c2cccc(F)c2)CC1)NCc1cccs1	1661	3	0.9	1	-1
9	CC1(C)[N+]([O-])=C2C(=[N+]([O-])C1(C)C)c1ccccc1/C2=N\O	1346	6	0.9	1	-3
10	COc1ccc(C2C3=C(CC(C)(C)CC3=O)Nc3c2c(=O)[nH]c(=O)n3Cc2ccccc2)cc1 (centres undefined)	1664	9	1.2	1.2	-22

item	TNAP inh no acc	PPARg SRC-2 ag	Efa HMGR inh	PPARg SRC-3 ag	bIAP inhibitor
1	-15	0	-10	0	-44
2	-12	3	-7	-5	7
3	-4	9	-2	3	5
4	-23	4	6	-2	0
5	0	4	-3	1	-6
6	-6	15	-1	-8	4
7	-12	5	-2	-6	-9
8	-13	4	-3	-2	5
9	-4	5	-3	-1	5
10	-49	12	0	16	-21

Other entries follow.
item	SMILES	TR-FRET SRC-2 ct	PPARg SRC1 recr	bIAP act	TNAP act hi DEA	TNAP inh hiacc
11	O=C(c1ccc(F)cc1)N1CCN(C2CCC(c3ccccc3)CC2)CC1 (centres undefined)	1536	-1	1.1	1	-4
12	O=C(CSc1ccccc1)NN1C(=O)c2ccccc2C1=O	1563	3	0.9	1	-4
13	O=C(NCCN1CCOCC1)c1cc(-c2ccc(Br)cc2)on1	1423	3	0.9	1	0
14	CN(c1ccc(OCC(=O)NCc2cccnc2)cc1)S(=O)(=O)c1ccc(Cl)cc1	1802	6	1.2	1	-2
15	CCOC(=O)C(NC(=O)CC)(Nc1sc2c(c1C(=O)OC)CCN(C)C2)C(F)(F)F (centres undefined)	1608	6	1.1	1	-2
16	Cc1ccc(N2CN(Cc3cccnc3)CNC2=S)cc1	1451	1	0.8	1	0
17	O=C(NC1CC1)C1CCN(C2CCN(C(=O)/C=C/c3cccs3)CC2)CC1	1469	-6	1.1	1	-3
18	CSc1ccccc1NC(=O)CN(C)CC(=O)NCc1ccccc1	1629	9	1.2	1	-1
19	O=C(NCCN1CCOCC1)c1ccc2ccccc2c1	1417	4	1	1.1	-6
20	CSc1nc2nc(-c3ccc(F)cc3)c(CCN3CCN(C)CC3)cn2n1	1335	1	0.9	1	-3

item	TNAP inh no acc	PPARg SRC-2 ag	Efa HMGR inh	PPARg SRC-3 ag	bIAP inhibitor
11	3	-4	-2	0	-12
12	27	11	0	3	10
13	-14	7	-6	6	12
14	-5	4	2	6	-18
15	-1	9	-6	8	-10
16	-3	0	1	0	19
17	-6	-5	-7	-2	-10
18	-12	0	4	-2	-16
19	-11	-1	-1	8	3
20	-7	-7	3	-2	8

As entered above.
Entry for entry 20 in bIAP inhibitor: 8
Entry for entry 11 in PPARg SRC-2 ag: -4

(further entries)
item	SMILES	TR-FRET SRC-2 ct	PPARg SRC1 recr	bIAP act	TNAP act hi DEA	TNAP inh hiacc
21	Cn1c(SCC(=O)NC(C)(C)C)nnc1-c1cnccn1	1523	11	1	1	1
22	O=C(NCCCn1ccnc1)NC(C(F)(F)F)C(F)(F)F	1284	0	0.9	1.1	-10
23	Cc1ccccc1NC(=O)CSc1n[nH]c(-c2ccco2)n1	1646	11	0.9	1	2
24	Cc1ccc(Nc2nnc(SCC(=O)NC(Cc3c[nH]c4ccccc34)C(=O)O)s2)cc1 (centres undefined)	1753	10	1.1	1	-3
25	CN(C)c1cccc(C(=O)NNC(=O)NC2CCCCC2)c1	1580	-1	0.9	1	-1
26	COc1cc(C(=O)N2CCC(C(=O)Nc3cccc(C(C)=O)c3)CC2)cc(OC)c1OC	1700	-2	0.9	1.1	-9
27	O=C1CN(C(=O)CNC(=O)c2ccccc2Cl)c2ccccc2N1	1515	-3	1.1	1	3
28	O=C(Cn1nnc(-c2cccs2)n1)NCc1ccccc1	1616	-7	1	1	-3
29	O=C(CN1C(=O)C2C3C=CC(C3)C2C1=O)NCCc1ccccc1Cl (centres undefined)	1617	13	0.9	1	-5
30	Cc1cc(C)cc(CSCC(=O)N/N=C/c2ccc(OCC(=O)NCc3ccco3)cc2)c1	1568	8	1	1.1	-6

item	TNAP inh no acc	PPARg SRC-2 ag	Efa HMGR inh	PPARg SRC-3 ag	bIAP inhibitor
21	-9	1	2	12	4
22	-15	3	4	-3	10
23	1	5	-4	7	9
24	-10	4	-5	2	-12
25	4	3	-2	1	6
26	-17	-3	-4	-2	6
27	-2	-8	0	2	-11
28	-3	1	-4	5	-3
29	-8	-6	-1	-4	7
30	-11	11	1	25*	-5

Reprinted at random: three entries already listed
item	SMILES	TR-FRET SRC-2 ct	PPARg SRC1 recr	bIAP act	TNAP act hi DEA	TNAP inh hiacc
28	O=C(Cn1nnc(-c2cccs2)n1)NCc1ccccc1	1616	-7	1	1	-3
27	O=C1CN(C(=O)CNC(=O)c2ccccc2Cl)c2ccccc2N1	1515	-3	1.1	1	3
21	Cn1c(SCC(=O)NC(C)(C)C)nnc1-c1cnccn1	1523	11	1	1	1

item	TNAP inh no acc	PPARg SRC-2 ag	Efa HMGR inh	PPARg SRC-3 ag	bIAP inhibitor
28	-3	1	-4	5	-3
27	-2	-8	0	2	-11
21	-9	1	2	12	4

Other entries
item	SMILES	TR-FRET SRC-2 ct	PPARg SRC1 recr	bIAP act	TNAP act hi DEA	TNAP inh hiacc
31	O=c1c(-c2n[nH]c(=S)o2)cccn1Cc1ccccc1	1641	10	1	1.1	-6
32	COc1ccc(S(=O)(=O)N2CCN(C(=S)NC3CCCCC3)CC2)cc1	1689	9	1	1	-5
33	Cc1ccc2c(c1)[nH]c1c(=O)n(Cc3ccccn3)cnc12	1212	-7	0.9	1	0
34	O=C(C[n+]1ccc(Cc2ccccc2)cc1)Nc1ccc([N+](=O)[O-])cc1Cl	1680	1	0.9	1	-3
35	Cc1nnc(SCc2cccc([N+](=O)[O-])c2)[nH]c1=O	1567	2	1.1	1	0
36	O=C(COC(=O)CCc1ccc(S(=O)(=O)N2CCOCC2)cc1)NC(=O)NC1CCCCC1	1629	-11	1	1.1	-6
37	O=C(CO/N=C/c1ccccc1O)NNC(=O)c1ccccc1Cl	1449	-1	0.9	1.1	-8
38	Cc1ccc(OCc2nnc(SC(C)C(=O)O)n2Cc2ccccc2)cc1 (centres undefined)	1249	-5	1.1	1	-3
39	O=C1c2ccccc2C(=O)N1CCCc1c[nH]c2ccc(Cl)cc12	1543	6	1.1	1	1
40	COc1cc(CNc2nc(C)c([N+](=O)[O-])c(C)c2C#N)cc(OC)c1	1588	1	0.9	1	-1

item	TNAP inh no acc	PPARg SRC-2 ag	Efa HMGR inh	PPARg SRC-3 ag	bIAP inhibitor
31	-11	15	0	3	3
32	-18	-4	3	3	2
33	-6	-5	3	4	12
34	-7	6	-5	-1	8
35	-7	1	1	1	-6
36	0	2	-2	1	-2
37	0	6	-5	8	5
38	-1	-8	0	4	-12
39	-6	5	2	-4	-8
40	5	3	2	-2	13

More entries follow.
item	SMILES	TR-FRET SRC-2 ct	PPARg SRC1 recr	bIAP act	TNAP act hi DEA	TNAP inh hiacc
41	COC(=O)c1ccccc1C(=O)N1CCOCCOCCOCC1	1474	3	1	1	2
42	Cc1ccc(NC(=O)/C(=C\c2ccc3c(c2)OCO3)NC(=O)c2ccco2)cc1	1394	-7	0.9	1	-4
43	O=C(O)CCC(=O)Nc1ccccc1Oc1ccccc1	1401	-5	1	1.1	-5
44	COc1ccc(-c2noc(CSc3nc4sc(C)c(C)c4c(=O)n3-c3ccccc3)n2)cc1	1611	3	1	1	-1
45	O=C(C1CC1)N1N=C(C2CCCCC2)CC1(O)C(F)(F)F (centres undefined)	1545	6	1	1.1	-6
46	COc1ccc(C(=O)Nc2ccccc2C(=O)N/N=C/c2ccccc2OC)cc1	1469	2	1	1	-4
47	COc1ccc(CCn2c(C)cc3c(c2=O)C(c2ccc4c(c2)OCO4)C(C#N)=C(N)O3)cc1OC (centres undefined)	1445	0	0.9	1.1	-7
48	COCCCNC(=O)c1ccc(Cn2c(=O)c3ccccc3n(Cc3ccccc3C)c2=O)cc1	1568	-8	1	1	-2
49	Cc1c(NC(=O)C2CCCN2S(=O)(=O)c2ccccc2)c(=O)n(-c2ccccc2)n1C (centres undefined)	1490	9	1	1.1	-6
50	Fc1ccccc1/C=N/NC(=S)Nc1ccc(Cl)cc1Cl	1642	0	1	1	-5

item	TNAP inh no acc	PPARg SRC-2 ag	Efa HMGR inh	PPARg SRC-3 ag	bIAP inhibitor
41	-12	-13	-4	-2	-3
42	-12	5	1	2	7
43	-9	-10	4	0	-4
44	-2	3	-5	0	1
45	-14	-1	0	1	1
46	-13	7	-1	0	4
47	-13	-1	-5	-7	6
48	-16	-4	1	-9	1
49	-10	1	-5	0	3
50	-4	-4	-6	7	-3

Entries of single compounds from above. Order of values: TR-FRET SRC-2 ct	PPARg SRC1 recr	bIAP act	TNAP act hi DEA	TNAP inh hiacc	TNAP inh no acc	PPARg SRC-2 ag	Efa HMGR inh	PPARg SRC-3 ag	bIAP inhibitor
Entry for `Cc1c(NC(=O)C2CCCN2S(=O)(=O)c2ccccc2)c(=O)n(-c2ccccc2)n1C` (centres undefined) → 1490	9	1	1.1	-6	-10	1	-5	0	3
Entry for `COc1ccc(-c2noc(CSc3nc4sc(C)c(C)c4c(=O)n3-c3ccccc3)n2)cc1` → 1611	3	1	1	-1	-2	3	-5	0	1
